Screening data: PubChem, National Center for Advancing Translational Sciences (NCATS)
Menin MLL FP TR: qHTS Assay for Inhibitors Targeting the Menin-MLL Interaction in MLL Related Leukemias: Competition With Texas Red Labeled MLL-derived Mutant Peptide. hit rate 0.23% among 270,000. Potency, µM (top dose mostly 61.6 µM), for the others: top-dose FP activity change, negative = inhibition, usual class: inhibitors. O00255. Menin + Texas Red MLL mutant peptide, fluorescence polarization; active = well fitted inhibition curve with a large enough effect in the polarisation, with a control signal flat, not every such curve was filed as active; inconclusive = small, poorly fitted or top-dose-only effect, or effect the other way, or a change in a side signal; inactive = no such curve, though single readings can be large or run the other way; the % refers to the polarisation; also: potency is read from the fitted curve at half-maximal effect; % of control where 0% means no effect; many of its hits are not listed in these tables
Target sequence (O00255 whole entry, looked up): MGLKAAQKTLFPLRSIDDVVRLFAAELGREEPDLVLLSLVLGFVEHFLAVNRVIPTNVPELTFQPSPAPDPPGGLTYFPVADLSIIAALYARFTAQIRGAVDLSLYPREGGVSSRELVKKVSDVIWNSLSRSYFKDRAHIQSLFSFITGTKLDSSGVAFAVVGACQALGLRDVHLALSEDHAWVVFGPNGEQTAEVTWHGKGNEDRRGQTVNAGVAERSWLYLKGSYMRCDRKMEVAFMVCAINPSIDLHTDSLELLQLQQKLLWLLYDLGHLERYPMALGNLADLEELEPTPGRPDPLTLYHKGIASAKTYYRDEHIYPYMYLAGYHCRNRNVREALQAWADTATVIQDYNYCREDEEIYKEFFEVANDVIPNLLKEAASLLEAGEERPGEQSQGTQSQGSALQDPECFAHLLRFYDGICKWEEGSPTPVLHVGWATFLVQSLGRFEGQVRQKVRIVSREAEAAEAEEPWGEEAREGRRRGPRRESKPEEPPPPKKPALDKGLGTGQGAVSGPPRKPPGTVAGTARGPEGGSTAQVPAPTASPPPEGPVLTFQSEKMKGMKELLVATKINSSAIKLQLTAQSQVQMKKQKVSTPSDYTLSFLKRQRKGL
Mito fusion act: qHTS Assay for Small Molecule Inhibitors of Mitochondrial Division or Activators of Mitochondrial Fusion. S. cerevisiae fusion-defective mutant growth rescue, CellTiterGlo 48 h. Potency, µM (doses to about 46.1 µM), for the others: at the highest dose growth rescue (activation), actives largely listed as activators. hit rate 0.23% among 320,000. AID 485298, 2010;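 also: potency is read from the fitted curve at half-maximal effect; % of control where 0% means no effect; nearly all actives have a fitted effect of over 45% in size; temperature-sensitive fusion mutants such as fzo1-1 at 37 °C on non-fermentable ethanol glycerol medium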
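Luminescent cell viability in 1536-well qHTS format served as the measure of rescued growth in ts fusion-mutant S. cerevisiae cultured on non-fermentable YPEG for 48 hours at 37C.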
PKM2 activator: qHTS Assay for Activators of Human Muscle isoform 2 Pyruvate Kinase | Pyruvate kinase PKM (Homo sapiens), P14618 | hit rate 0.34% among 260,000 | purified PKM2, Kinase-Glo ATP luminescence, activation; response scale: 0% is enzyme alone, no compound | Potency, µM (highest dose often 57.5 µM), without a hit: top-dose activation, hits mostly activators; also: potency is read from the fitted curve at half-maximal effect; % is scaled to controls: 0 for no effect and ±100 for the full control effect; nearly all actives have a fitted effect of over 55% in size
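Purified hPK-M2 (>95%) run at intermediate activity with 0.1 mM ADP and 0.5 mM PEP in 50 mM imidazole pH 7.2, KCl, MgCl2; 1 h room temperature. ATP formed read by Kinase-Glo luminescence; normalized to uninhibited and no-enzyme controls.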
FLuc counter: qHTS profiling assay for firefly luciferase inhibitor/activator using purifed enzyme and Km concentrations of substrates (counterscreen for miR-21 project) | Luciferin 4-monooxygenase (Photinus pyralis), P08659 | purified FLuc, Km substrates, luminescence inhibition | Potency, µM (series often up to 57.5 µM), inactives show at the top dose activity change, negative = inhibition, actives largely listed as inhibitors | hit rate 6.9% among 360,000;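 also: potency is read from the fitted curve at half-maximal effect; plate controls were vehicle for no effect and reference inhibitor for full effect; nearly all actives have a fitted effect of over 55% in size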
Target sequence (P08659 whole entry, looked up): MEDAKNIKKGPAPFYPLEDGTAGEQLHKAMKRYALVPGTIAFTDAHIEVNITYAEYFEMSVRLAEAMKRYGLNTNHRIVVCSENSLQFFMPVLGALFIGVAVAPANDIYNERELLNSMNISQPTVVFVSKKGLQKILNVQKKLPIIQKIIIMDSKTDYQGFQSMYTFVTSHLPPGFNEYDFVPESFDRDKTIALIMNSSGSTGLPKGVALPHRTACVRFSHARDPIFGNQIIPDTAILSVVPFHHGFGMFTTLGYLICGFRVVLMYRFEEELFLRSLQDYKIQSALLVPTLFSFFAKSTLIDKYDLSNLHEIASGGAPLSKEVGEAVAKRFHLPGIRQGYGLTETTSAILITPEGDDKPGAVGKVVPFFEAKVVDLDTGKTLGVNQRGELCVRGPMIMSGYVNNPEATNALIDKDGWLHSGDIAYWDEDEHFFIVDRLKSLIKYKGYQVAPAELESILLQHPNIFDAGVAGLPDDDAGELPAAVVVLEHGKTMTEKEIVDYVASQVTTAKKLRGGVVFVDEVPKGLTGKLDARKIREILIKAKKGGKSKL
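Purified P. pyralis luciferase, 10 nM final, with Km-level 10 uM D-luciferin and 10 uM ATP in 50 mM Tris acetate pH 7.5, 10 mM Mg acetate, 0.01% Tween-20, 0.05% BSA; 6-point qHTS titration about 60 µM downward; luminescence read.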
MBNL1 CUG block: qHTS Assay for Inhibitors of MBNL1-poly(CUG) RNA binding; Muscleblind-like protein 1 (Homo sapiens), Q9NR56; TR-FRET MBNL1-His/biotin-(CUG)12 binding, 665/545 ratio; Potency, µM (highest dose often 57.5 µM), inactives show at the highest dose activity change, negative = inhibition, most hits filed as inhibitors; hit rate 0.036% among 280,000; AID 2675, 2010; active = well fitted inhibition curve with a large enough effect in the signal ratio, with a control signal flat, not every such curve was filed as active; inconclusive = small, poorly fitted or top-dose-only effect, or effect the other way, or a change in a side signal; inactive = no such curve, though single readings can be large or run the other way; the % refers to the signal ratio; also: potency is read from the fitted curve at half-maximal effect; % is scaled to controls: 0 for no effect and ±100 for the full control effect
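MBNL1-His + Biotin-(CUG)12, cpd titration 92 nM–58 uM; Tb anti-His Ab 0.055 ng/ul, SA-XL665 5 nM (final); 60 min RT; ratiometric 665/545 nm, Ex 340 nm; normalized to buffer and full-complex controls.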
NPC1 promoter act: qHTS Assay for NPC1 Promoter Activators | Huh7 NPC1 promoter luciferase reporter, 24 h | Potency, µM (top dose mostly 9.22 µM), for the others: at the top dose activation, hits mostly activators | hit rate 2.4% among 320,000 | AID 485313, 2010;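 also: potency is read from the fitted curve at half-maximal effect; % of control where 0% means no effect; nearly all actives have a fitted effect of over 60% in size; reporter is driven by a mutant NPC1 promoter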
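Stable NPC1-promoter luciferase Huh7 line; cpd (DMSO) 24 h, 37 °C, 5% CO2; Amplite luciferase reagent 10 min RT; luminescence readout. qHTS format.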
Rab9 promoter act: qHTS Assay for Rab9 Promoter Activators; Huh7 Rab9 promoter-luciferase reporter, luminescence, 24 h; Potency, µM (highest dose often 9.22 µM), for the others: at the top dose activation, negative = inhibition, actives largely listed as activators; hit rate 2.8% among 320,000; AID 485297, 2010; also: potency is read from the fitted curve at half-maximal effect; % of control where 0% means no effect; nearly all actives have a fitted effect of over 60% in size
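Huh7 cells stably carrying Rab9 promoter–luciferase reporter, plated 1500 cells/well, compound added after 2 h and incubated 24 h at 37 °C; luciferase luminescence then read after 10 min with detection reagent.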
RORg inh: qHTS for inhibitors of ROR gamma transcriptional activity. Nuclear receptor ROR-gamma (Mus musculus), P51450. Drosophila S2 Gal4-RORgamma UAS-luciferase reporter, 20 h. Potency, µM (titrated, usually from 53.6 µM), inactives show top-dose activity change, negative = inhibition, most hits filed as inhibitors. hit rate 5.4% among 310,000. AID 2551, 2010; also: potency is read from the fitted curve at half-maximal effect; % is scaled to controls: 0 for no effect and ±100 for the full control effect; nearly all actives have a fitted effect of over 60% in size
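Using a luciferase readout, inhibitors were identified by reduced reporter activity in Drosophila cells coexpressing a copper-inducible Gal4–ROR gamma fusion and UAS-driven Photinus luciferase, incubated 20 hr after 700 uM copper sulfate.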
KCNH2 3.1 block: qHTS for Inhibitors of KCHN2 3.1: Mutant qHTS | activity change, % (tested at about 1.8 µM) | hit rate 0.95% among 340,000 | U2OS KCNH2 3.1, thallium flux FluxOr; hits give low values | Potassium voltage-gated channel subfamily H member 2, brain isoform KCNH2 3.1 (human);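 active = maximum activity change below -70%; inconclusive = maximum activity change from -70% to -50%; inactive = maximum activity change above -50%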;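 also: thallium influx rate constant from kinetic fluorescence after stimulation buffer; % is scaled to controls: 0 for no effect and ±100 for the full control effect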
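U2OS cells transduced with KCNH2 3.1 mutant virus (1.77 x 10^8 /mL, 4 h), plated overnight at 37 C, loaded 45 min with FluxOr dye plus Red40 quencher. Thallium flux rate constant from kinetic reads after stimulation buffer, normalised to controls.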
VP16 counter: VP16 counterscreen qHTS for inhibitors of ROR gamma transcriptional activity; Drosophila S2 Gal4-VP16 UAS-luciferase, luminescence, 20 h; Potency, µM (top dose mostly 53.6 µM), without a hit: at the top dose activity, negative = inhibition, hits mostly inhibitors; hit rate 3.5% among 310,000;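 also: Gal4-VP16 expression switched on by copper sulfate through the metallothionein promoter; potency is read from the fitted curve at half-maximal effect; % is scaled to controls: 0 for no effect and ±100 for the full control effect; nearly all actives have a fitted effect of over 50% in size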
ELG1 DNA repair: qHTS screen for small molecules that inhibit ELG1-dependent DNA repair in human embryonic kidney (HEK293T) cells expressing luciferase-tagged ELG1; HEK293T ELG1-luciferase reporter, luminescence, 16 h; DNA damage induced by 5-fluorouridine; Potency, µM (doses to about 46.1 µM), inactives show at the highest dose activity change, negative = inhibition, usual class: inhibitors; hit rate 2.3% among 330,000; AID 504467, 2011; also: potency is read from the fitted curve at half-maximal effect; % is scaled to controls: 0 for no effect and ±100 for the full control effect; nearly all actives have a fitted effect of over 55% in size
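HEK293T cells expressing luciferase-tagged ELG1 (2,000/well) received 5-Fluorouridine plus compound or DMSO for 16 hr at 37 °C. Luciferase was read by ONE-Glo luminescence after 30 min at room temperature.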
* = called active by the depositor; ? = inconclusive; · = not tested or not shown; [ ] = another dose, or the depositor's remark. Unless noted, calls follow the shape of the dose curve; as a rule, active = well fitted curve in the direction sought with a large enough effect; inconclusive = small, poorly fitted or top-dose-only effect, or another doubt; inactive = no such curve, though single readings can be large; an effect the other way counts as inactive or inconclusive.

SMILES	Menin MLL FP TR	Mito fusion act	PKM2 activator	FLuc counter	MBNL1 CUG block	NPC1 promoter act	Rab9 promoter act	RORg inh	KCNH2 3.1 block	VP16 counter	ELG1 DNA repair
CCC(=O)Nc1ccc(NC(=O)c2cccc3c(Br)cccc23)cc1	?	3%	0%	-3%	?	3%	7%	-1%	-4	-10%	-6%
Cc1cccc(CCN2CCN=C2Nc2ccccc2)c1	·	4%	·	-1%	·	-6%	0%	·	2	·	13%
O=[N+]([O-])c1ccc(N/N=C/c2c[nH]c3ccccc23)c(S(=O)(=O)Nc2ccc(Cl)cc2)c1	·	6%	4%	?	-1%	-1%	-3%	18%	-8	?	-13%
CC1CN(S(=O)(=O)c2ccc(CN3C(=O)c4cccnc4C3=O)s2)c2ccccc2O1 (centres undefined)	·	0%	·	0%	?	-8%	-3%	4%	-5	1%	2%
CCOC(=O)C1CCN(C(=O)c2ccc(C)c(S(=O)(=O)N3CCCC3)c2)CC1	·	3%	0%	-1%	1%	26%	18%	18%	6	8%	?
O=C(Cc1n[nH]c(=O)[nH]c1=O)N/N=C/c1ccccc1	4%	0%	-1%	4%	11%	-1%	-8%	-17%	13	-3%	8%
Cc1ccccc1C(=O)NC(=S)NC1CC1	10%	7%	·	-12%	-3%	-3%	3%	14µM*	-7	?	?
COc1ccc2cc(C(c3nnnn3CC3CCCO3)N3CCOCC3)c(=O)[nH]c2c1 (centres undefined)	1%	2%	0%	2%	3%	-4%	3%	-22%	12	1%	-3%
NS(=O)(=O)c1ccc(CNC(=O)/C=C/c2ccc(S(=O)(=O)N3CCOCC3)cc2)cc1	·	4%	-2%	0%	?	-1%	0%	-25%	-10	2%	13%
Cc1cccc(NC(=O)c2ccc(N3CCCCC3)c([N+](=O)[O-])c2)n1	-2%	-22%	3%	4.8µM*	?	2.8µM*	2µM*	?	-10	?	?
CSc1cccc(NC(=O)/C=C/c2ccco2)c1	?	25%	13%	19µM*	-4%	13%	?	30%	-5	?	?
C=CCc1ccccc1OCC(O)CN1CCN(CCO)CC1 (centres undefined)	-24%	-4%	·	2%	-4%	-5%	1%[1.84 µM]	7%	-17	2%	4%
CC1(C)CC(=O)/C(=C(\O)Cc2ccccc2)C(=NCCCCCC(=O)O)C1	-11%	-8%	-3%	-1%	3%	-3%	-10%	-4%	-2	-16%	?
CC(=O)c1c[nH]c(C(=O)NCc2ccccc2Cl)c1	20%	-2%	·	1%	13%	-9%	-3%	21%	2	6%	2%
C=CCc1cccc2cc(C(=O)N3CCN(C(=O)c4ccco4)CC3)c(=O)oc12	0%	-4%	27%	1%	2%	1%	-1%	29%	13	-7%	3%
Cc1ccc(C)c(NC(=O)CCN2CCOCC2)c1	-3%	2%	-2%	-1%	-6%	2%	23%	14%	-5	1%	15%
CCCc1cc(NC(=O)COC(=O)c2nccnc2N)n(-c2ccccc2)n1	·	1%	·	-2%	·	-5%	-4%	·	10	·	20%
Cc1ccc(S(=O)(=O)CC2CSc3nc4ccccc4n32)cc1 (centres undefined)	2%	-1%	-2%	-3%	0%	-32%[inhibitor]	-35%[inhibitor]	?	-4	1.1µM*	-9%
CC(=O)Nc1sc(-c2ccccc2)nc1-c1ccccc1	28%	-5%	-1%	-25%	44%[activator]	0%	-2%	-1%	0	?	?
COc1ccc(/C=N/NC(=O)c2ccc(=O)n(C)c2)cc1OC	3%	-10%	1%	7%	?	-4%	2%	-37%	-16	-10%	?
Cc1cc(C)cc(NC(=O)C2C3C=CC4(O3)C2C(=O)N(CCN2CCCCC2)C4C(=O)NC2CCCCC2)c1 (centres undefined)	-23%	5%	-10%	0%	-6%	1%	-3%	1%	-3	-19%	0%
Cc1cc(C)cc(NC(=O)Nc2ccc3c(c2)N(C)C(=O)CS3)c1	?	4%	-9%	?	-19%	-2%	-2%	4%	-6	-3%	?
Cc1cccc(OCC(=O)Nc2ccc3c(c2)C(=O)NC3=O)c1	·	1%	·	-10%	?	-4%	-5%	-2%	-14	-3%	3%
COc1cccc(/C=C/C(=O)c2cccc([N+](=O)[O-])c2)c1OC	-10%	2%	2%	11µM*	?	9%	-7%	?	2	4%[10 µM]	-1%
O=[N+]([O-])c1c(Nc2cccc(O)c2)cc(Cl)c2nonc12	?	-11%	1%	0%	?	-28%	-24%	-1%[1.91 µM]	-5	?	-29%
CC1(c2ccccc2Cl)NC(=O)N(CC(=O)N2CCc3ccccc3C2)C1=O (centres undefined)	·	2%	·	2%	·	-3%	1%	·	0	·	10%
CCOc1ccc(S(=O)(=O)N2CCN(CN3C(=O)CC4(CCCC4)C3=O)CC2)cc1	·	-6%	·	·	·	5%	-1%	·	1	·	20%
CN(C)P(=O)(Nc1cccc2ccccc12)Nc1cccc2ccccc12	·	4%	·	4%	·	3%	-2%	·	-13	·	?
CCOc1cc(S(=O)(=O)NCCc2cccc(C)c2)c(OCC)cc1-n1cnnn1	-4%	17%	-6%	1%	-11%	0%	2%	-13%	5	?	?
Cn1c(=O)c2[nH]c(COc3ccc(C(C)(C)C)cc3)nc2n(C)c1=O	·	-1%	-8%	?	·	-7%	-13%	-3%	-13	?	5.8µM*
CC(C)(C)c1ccc(C(=O)CCC(=O)NCc2ccccc2)cc1	·	14%	·	?	·	3%	-7%	·	2	·	-4%
CC(=O)Nc1ccc(C(=O)NC(CC(=O)O)c2ccc(Cl)cc2)cc1 (centres undefined)	-1%	0%	-7%	-3%	-1%	2%	5%	0%	-17	-11%	7%
Cc1ncc(CO)c(/C=N/NC(=S)Nc2ccc(Cl)c(Cl)c2)c1O	?	-1%	-6%	?	11%	-14%	-29%	-38%	6	-11%	?
COc1cc(OC)cc(/C(N)=N/O)c1	·	2%	-8%	1%	-7%	-3%	1%	19%	-3	7%	8%
[2H]c1c([2H])c([2H])c(-c2nc(N3CCCCCC3)sc2C(=O)c2ccccc2)c([2H])c1[2H]	-18%	4%	2%	?	86%[activator]	2%	0%	-10%	-43	-9%	?
CCCN1CCN(CC(O)COC(c2ccc(OC)cc2)c2ccc(OC)cc2)CC1 (centres undefined)	·	14%	·	3%	-1%	3%	-5%	-1%	9	1%	0%
CCOc1cccc2c1OC(c1cc(OC)c(OC)c(OC)c1)N1N=C(c3ccc(C)o3)CC21 (centres undefined)	?	9%	?	3µM*	3%	21%	25%	?	-4	?	?
CC1CN(c2ccccc2)c2nc3c(c(=O)[nH]c(=O)n3C)n2C1 (centres undefined)	3%	0%	·	-3%	-1%	-1%	0%[1.84 µM]	9%	2	-12%	-9%
O=C(CSc1nnnn1C1CC2C=CC1C2)Nc1ccc(C(=O)O)cc1 (centres undefined)	·	5%	·	-1%	·	-5%	3%	·	5	·	3%
Cc1ccc2c(c1)nnn2C1CCN(S(=O)(=O)c2ccc(C(=O)NC3CCCC3)cc2)CC1	3%	-4%	4%	5%	-7%	-2%	-10%	10%	-4	-9%	4.5µM*
CSc1nc(N)nc(SCC(=O)c2ccccc2)c1C#N	?	9%	4%	-3%	73%[activator]	28%	26%	23%	-2	0%	17%
CCOC(=O)c1cc(=O)n2[nH]c(-c3ccc(C)cc3)cc2n1	13%	4%	-3%	13µM*	8%	-2%	-1%	8%	-8	10%	20%
O=C(CN1C(=O)C2C3c4ccccc4C(c4ccccc43)C2C1=O)Nc1ccccc1C(=O)O (centres undefined)	?	1%	-26%	-1%	?	2%	5%	-12%	15	-2%	3%
COc1ccccc1CN(Cc1cc2cc3c(cc2[nH]c1=O)OCCO3)Cc1nnnn1Cc1ccco1	?	3%	20µM*	-12%	?	-4%	-3%	?	-30	6%	21µM*

Only part of the results is shown; rates above refer to the full screens.
